# Screens (PubChem)
# Bcl-XL Bim block = human Bim-Bcl-XL interaction inhibition; Q07817; Bim peptide-Bcl-XL binding, bead flow cytometry, fluorescence; inhibition, % at 10 µM; 190,000 tested, 0.04% active; AID 1007
# Bcl-B Bim block = inhibitors of Bim-Bcl-B interaction, human; bead-based flow cytometry, Bim peptide-Bcl-B binding; Q9HD36; inhibition, % at 10 µM; 190,000 tested, 0.073% active; AID 951;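 further: 0% = tracer peptide without compound and 100% = reference inhibitor peptide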
# Bim-Bcl-2 = disrupts Bim peptide binding to human Bcl-2 | P10415 | Bead-based flow cytometry, Bim peptide-Bcl-2 binding | inhibition, % at 10 µM | 190,000 tested, 0.06% active | AID 950; in the data active means inhibition above about 40%; inconclusive means no clear call, values can overlap the other calls;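 further: 0% = no compound wells with probe peptide and 100% = reference peptide inhibitor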
# RGS4-Gao reg = modulates binding of RGS4 to human Galphao; 220,000 tested, 0.33% active; P09471; binding response (% of control), % at 10 µM; AID 1415; Multiplexed bead flow cytometry; actives lie on both sides; in the data active means binding response below about 49% or above about 150%; inactive means in between;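 further: fluorescent Galphao activated with aluminum fluoride binding bead-coupled RGS4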
# RGS8-Gao reg = modulates binding of RGS8 to human Galphao; multiplexed bead flow cytometry; actives lie on both sides; response (percent of control binding), % at 10 µM; 220,000 tested, 0.34% active; AID 1423; in the data active means response below about 60% or above about 140%; inactive means in between;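 further: Galphao activated as the GDP aluminium fluoride complex binding bead-coupled RGS8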
# Bfl-1 Bim block = human Bim-Bfl-1 interaction inhibition; inhibition, % at 10 µM; Bead-based flow cytometry, Bim-Bfl-1 binding inhibition; 190,000 tested, 0.12% active; AID 1008; Q16548;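 further: 0% = wells without compound plus tracer and 100% = blocker peptide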
# RGS7-Gao = human RGS7-Galphao interaction regulation; P09471; Multiplexed bead flow cytometry, RGS7-Galphao binding; actives lie on both sides; binding response (% of control), % at 10 µM; 220,000 tested, 0.35% active; AID 1439; in the data active means binding response below about 49% or above about 150%; inconclusive means no clear call, values can overlap the other calls; inactive means in between;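 further: fluorescent Galphao held in activated GDP-AlF4 state binding bead-coupled RGS7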
# ABCB1 inh = human ABCB1 inhibition, ABCG2 as counter-screen; P08183; CCRF-Adr cells, JC-1 efflux, flow cytometry; inhibition, % at 6.6 µM; 190,000 tested, 0.067% active; in the data active means inhibition above about 40%;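 further: 0% = vehicle and 100% = reference inhibitor; higher value means more JC-1 retained so stronger ABCB1 efflux block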
# Target sequence (P08183 whole entry, looked up): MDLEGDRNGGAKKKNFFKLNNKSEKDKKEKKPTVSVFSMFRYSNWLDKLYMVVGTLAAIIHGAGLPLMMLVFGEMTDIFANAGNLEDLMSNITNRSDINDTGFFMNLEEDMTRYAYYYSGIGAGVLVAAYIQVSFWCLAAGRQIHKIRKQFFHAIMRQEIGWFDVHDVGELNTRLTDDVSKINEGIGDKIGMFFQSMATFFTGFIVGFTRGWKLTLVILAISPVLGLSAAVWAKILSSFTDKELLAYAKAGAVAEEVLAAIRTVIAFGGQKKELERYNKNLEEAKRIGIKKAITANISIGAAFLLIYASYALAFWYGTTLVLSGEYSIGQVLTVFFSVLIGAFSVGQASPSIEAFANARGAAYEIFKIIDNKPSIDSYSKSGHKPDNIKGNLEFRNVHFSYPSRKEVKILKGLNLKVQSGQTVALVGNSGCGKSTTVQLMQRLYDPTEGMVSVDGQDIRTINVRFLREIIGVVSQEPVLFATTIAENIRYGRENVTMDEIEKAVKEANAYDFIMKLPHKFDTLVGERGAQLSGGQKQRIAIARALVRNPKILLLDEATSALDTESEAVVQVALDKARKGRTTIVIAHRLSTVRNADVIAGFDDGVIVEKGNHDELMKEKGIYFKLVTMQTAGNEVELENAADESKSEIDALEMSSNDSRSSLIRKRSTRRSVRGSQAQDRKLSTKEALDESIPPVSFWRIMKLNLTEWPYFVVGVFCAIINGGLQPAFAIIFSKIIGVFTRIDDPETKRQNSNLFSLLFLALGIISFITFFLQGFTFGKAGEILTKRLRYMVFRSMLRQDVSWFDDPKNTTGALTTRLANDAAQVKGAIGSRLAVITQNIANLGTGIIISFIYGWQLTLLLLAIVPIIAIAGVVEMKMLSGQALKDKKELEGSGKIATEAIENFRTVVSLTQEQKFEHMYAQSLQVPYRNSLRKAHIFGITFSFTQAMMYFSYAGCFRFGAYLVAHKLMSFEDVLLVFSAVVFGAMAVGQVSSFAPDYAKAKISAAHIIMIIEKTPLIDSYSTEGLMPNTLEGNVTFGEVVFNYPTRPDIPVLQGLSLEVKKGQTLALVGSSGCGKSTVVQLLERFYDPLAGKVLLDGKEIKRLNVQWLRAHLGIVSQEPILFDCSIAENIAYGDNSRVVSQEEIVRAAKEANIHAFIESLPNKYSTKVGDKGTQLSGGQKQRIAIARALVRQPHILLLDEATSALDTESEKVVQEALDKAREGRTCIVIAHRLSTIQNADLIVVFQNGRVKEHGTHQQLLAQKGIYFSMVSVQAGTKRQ
# ABCG2 inh = human ABCG2 inhibition, ABCB1 as counter-screen | Q9UNQ0 | IgMXP3 cells, JC-1 efflux, flow cytometry | inhibition, % at 6.6 µM | 190,000 tested, 0.1% active;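 active means inhibition above 80%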;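 further: 0% = DMSO and 100% = nicardipine control wells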
#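 Test system: IgMXP3 (ABCG2) plus far-red-tagged CCRF-Adr (ABCB1) cells / Amount: 3 million cells/mL in well / Reagent: JC-1 transporter substrate / Timing: 10 min compound exposure, 25 °C / Signal: flow cytometry, 530 nm JC-1 signal / Read-out: percent efflux inhibition, scaled nicardipine 100% to DMSO 0% / Benchmarks: nicardipine as high control, DMSO as low control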
# GSH bead fluor = compound fluoresces at 488/530 nm on GSH beads; GSH beads flow cytometry, compound fluorescence 488/530 nm; stronger effect = higher value; fluorescence (KMESF) at 10 µM; 190,000 tested, 0.25% active; in the data active means fluorescence above about 89;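 further: glutathione beads carrying GST-tagged Bcl family fusion proteins plus one bare bead set; values are compound well signal with DMSO vehicle wells as background; inactives centre near 16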
# Bcl-W Bim block = inhibitors of Bim-Bcl-W interaction, human; Q92843; bead-based flow cytometry, Bim peptide-Bcl-W binding; inhibition, % at 10 µM; 190,000 tested, 0.02% active;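 further: 0% = bound tracer without compound and 100% = peptide blocker; higher means less fluorescent Bim peptide bound to Bcl-W beads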
# Starred values were filed as active, the others as inactive; ? = inconclusive; & = joins results of further samples. Unless noted, no stated cut-off is given here; in the data, active means inhibition above about 40%. This is a subset; the hit share may differ from the screen's.
SMILES,Bcl-XL Bim block,Bcl-B Bim block,Bim-Bcl-2,RGS4-Gao reg,RGS8-Gao reg,Bfl-1 Bim block,RGS7-Gao,ABCB1 inh,ABCG2 inh,GSH bead fluor,Bcl-W Bim block
CCCCC/C(=N\O)c1c[nH]c2ccccc12,3,0,-1,100,101,-1,98,0.4,2,7,0
CC(=NCCO)c1c(O)n(C2CCCCC2)c(=O)[nH]c1=O,-3,-2,-1,103,107,-1,111,0.2,3,11,-3
O=C(COC(=O)Cc1ccccc1)Nc1ccc(F)cc1,0,5,0,99,100,5,?,0.4,15,13,0
CCC1CN(C)CCC1(OC(C)=O)c1ccccc1 (centres undefined),-2,-4,6,102,100,1,102,-0.2,1,12,0
S=C(c1ccc(Cl)cc1)N1CCOCC1,-7,-25,-1,100,112,5,108,0.4,2,16,-4
O=C(Nc1ccc(F)cc1)c1c(O)c2c(n(Cc3ccccc3)c1=O)CCCC2,-4,-4,0,98,102,-3,100,0.7,7,24,-2
O=c1c2ccccc2nc(-c2ccco2)n1-c1ccc(Br)cn1,-5,-4,-11,97,104,-10,103,0.6,4,13,0
CCCCCCN=C(C)c1c(O)n(Cc2ccccc2)c(=O)[nH]c1=O,-4,-7,-5,96,102,-17,97,2.2,22,25,-3
CCCCN=Cc1c(O)n(-c2c(C)cc(C)cc2C)c(=O)[nH]c1=O,-4,-6,-8,88,89,-10,90,0.2,0,21,-1
Clc1ccc(N2CCN(Cc3ccccc3Cl)CC2)cc1,-9,-9,-14,100,101,-14,97,0.0,0,48,0
Cc1cc(N)n(C2CCN(C)CC2)n1,0,0,-1,96,102,-2,95,0.5,1,23,0
CC1=NCCc2c1[nH]c1ccccc21,1,0,4,94,99,8,99,-0.1,-1,13,2

# Complete entries, looked up by structure. Order of values: Bcl-XL Bim block, Bcl-B Bim block, Bim-Bcl-2, RGS4-Gao reg, RGS8-Gao reg, Bfl-1 Bim block, RGS7-Gao, ABCB1 inh, ABCG2 inh, GSH bead fluor, Bcl-W Bim block
# `CCC1CN(C)CCC1(OC(C)=O)c1ccccc1` (centres undefined) is entered as -2, -4, 6, 102, 100, 1, 102, -0.2, 1, 12, 0
# `CCCCN=Cc1c(O)n(-c2c(C)cc(C)cc2C)c(=O)[nH]c1=O` is entered as -4, -6, -8, 88, 89, -10, 90, 0.2, 0, 21, -1

# Some entries already given, limited to Bfl-1 Bim block:
Structure	Bfl-1 Bim block
S=C(c1ccc(Cl)cc1)N1CCOCC1	5
O=C(Nc1ccc(F)cc1)c1c(O)c2c(n(Cc3ccccc3)c1=O)CCCC2	-3

# The list goes on:
SMILES,Bcl-XL Bim block,Bcl-B Bim block,Bim-Bcl-2,RGS4-Gao reg,RGS8-Gao reg,Bfl-1 Bim block,RGS7-Gao,ABCB1 inh,ABCG2 inh,GSH bead fluor,Bcl-W Bim block
O=C(COc1ccc2ccccc2c1)N1CCN(Cc2ccncc2)CC1,4,-6,-7,102,103,-11,102,0.3,-1,53,3
O=C(Nc1nc(-c2ccccc2)c(-c2ccccc2)s1)c1ccc(S(=O)(=O)N(CCCl)CCCl)cc1,0,1,0,102,101,0,99,-2.2,-6,10,-1
Cc1ccc(N2C(=O)NC(=O)/C(=C\c3cccn3C(C)(C)C)C2=O)cc1,2,2,0,101,99,1,106,0.4,0,13,0
Cc1nc2cc(C(=O)N3CCC4(CC3)OCCO4)ccc2n1-c1ccc(Br)cc1,2,-8,-5,105,106,-12,104,2.1,7,42,0
CCCn1nc2ccccc2c1P(=O)(N1CCOCC1)N1CCOCC1,4,4,6,100,101,0,100,0.6,1,6,1
Cc1cccc(OP(=O)(Nc2ccc(F)cc2)Oc2cccc(C)c2)c1,2,0,-5,103,102,-4,90,-0.1,1,10,2
N#CC(C#N)=C(N)c1cccnc1,-2,-1,5,106,105,-5,98,-0.7,-2,19,0
COc1ccc2nc(NC(=O)CCc3nc(C4=CCN(C)CC4)no3)sc2c1,-7,-9,-6,99,100,-6,98,0.3,10,14,-10
CCOC(=O)C1=C(N)OC(C)=C(C(=O)OCCOC)C12C(=O)Nc1ccccc12 (centres undefined),-8,-9,-12,103,102,-19,102,-0.1,4,27,0
COc1ccc(N2C(=O)CC(N3CCC(n4c(=O)[nH]c5ccccc54)CC3)C2=O)cc1 (centres undefined),-10,-3,-4,93,95,-12,94,0.8,4,36,2
O=C(NCC(c1cccnc1)N1CCOCC1)Oc1ccccc1 (centres undefined),-8,-1,-1,100,98,-10,102,-1.2,2,21,-3
O=C(c1ccc(C(F)(F)F)cc1)C1CCCN(Cc2ccc(CO)o2)C1 (centres undefined),-6,-4,-2,98,100,-5,101,4.2,3,14,-5

# Ordered by formula weight (descending): part of the list above.
SMILES,Bcl-XL Bim block,Bcl-B Bim block,Bim-Bcl-2,RGS4-Gao reg,RGS8-Gao reg,Bfl-1 Bim block,RGS7-Gao,ABCB1 inh,ABCG2 inh,GSH bead fluor,Bcl-W Bim block
Cc1nc2cc(C(=O)N3CCC4(CC3)OCCO4)ccc2n1-c1ccc(Br)cc1,2,-8,-5,105,106,-12,104,2.1,7,42,0
CCOC(=O)C1=C(N)OC(C)=C(C(=O)OCCOC)C12C(=O)Nc1ccccc12 (centres undefined),-8,-9,-12,103,102,-19,102,-0.1,4,27,0
Cc1cccc(OP(=O)(Nc2ccc(F)cc2)Oc2cccc(C)c2)c1,2,0,-5,103,102,-4,90,-0.1,1,10,2

# Next records.
SMILES,Bcl-XL Bim block,Bcl-B Bim block,Bim-Bcl-2,RGS4-Gao reg,RGS8-Gao reg,Bfl-1 Bim block,RGS7-Gao,ABCB1 inh,ABCG2 inh,GSH bead fluor,Bcl-W Bim block
Cc1cccc(-n2c(/C=C/c3ccc([N+](=O)[O-])o3)nc3ccccc3c2=O)c1,12,6,15,97,97,14,95,1.6,4,10,8
Cc1ccc(CC2C(=O)N(C)C(=O)N(C)C2=O)s1,-6,-10,-10,100,96,-7,99,0.2,1,14,1
CSCc1nnc2n1-c1ccc(Cl)cc1C(c1ccccc1)=NC2,-6,-8,-11,99,94,-9,98,0.0,-3,11,-4
Cc1ccc(CS(=O)(=O)CCC(=O)N2CCC3(CC2)OCCO3)cc1,-1,-2,0,96,100,0,98,0.3,0,25,0
Cc1cc(C)n(CCOC(=O)C2C(C=C(Cl)Cl)C2(C)C)n1 (centres undefined),-3,-6,-6,101,101,-11,103,0.9,14,39,0
O=c1[nH]c(=O)n(Cc2ccc(F)cc2)c(O)c1C=NCc1cccnc1,-3,-1,1,108,101,-5,106,-0.1,1,3,6
Cc1ccc(N2C(=O)NC(=O)/C(=C\c3ccsc3)C2=O)cc1C,-1,4,0,97,90,-2,100,-1.1,-7,10,6
COCCOC(=O)c1c(C)n(C)c2ccc(OC(=O)N(C)C)cc12,-1,-5,-2,100,102,-6,100,0.5,1,10,-1
O=C(c1ccccc1F)c1cn(CC(=O)N2CCCC2)c2ccccc12,-2,-1,-1,101,101,-10,102,1.8,5,15,1
COc1cc2c(cc1O)CC1c3c(cc(O)c(OC)c3-2)CCN1C (centres undefined),7,6,0,87&99,88&106,2,?,0.0,3,20,4
C=CCN1C(=O)NC(=O)/C(=C\c2ccc(-c3ccccc3[N+](=O)[O-])o2)C1=O,-4,2,2,101,100,11,96,-0.7,-2,23,0
Cc1ccc(S(=O)(=O)NC(Cc2cnc[nH]2)C(=O)O)cc1 (centres undefined),0,0,4,103,104,2,100,0.2,0,8,0
CC/C(=N\N1CCCCCC1)c1c(O)n(-c2ccc(C)cc2)c(=O)[nH]c1=O,-2,3,1,92,95,6,96,6.0,16,11,2
COc1cccc(N2C(=O)NC(=O)/C(=C\c3ccc([N+](=O)[O-])s3)C2=O)c1,-2,0,6,92,86,26,?,-0.9,-3,10,2
N#CC1=C(N)Oc2cc(O)ccc2C1c1ccc2c(c1)OCO2 (centres undefined),0,-1,-6,101,100,-3,98,1.9,10,10,0
CCOc1ccc(C2C(C#N)=C(N)Oc3c2c(=O)oc2ccccc32)cc1 (centres undefined),-3,-1,0,103,99,-2,98,0.3,0,18,-1
Cc1cc(C(=O)N2CCC3(CC2)OCCO3)cs1,-9,-10,-8,101,100,-16,101,-0.2,0,34,0
O=C(NC1(C(F)(F)F)Oc2ccc(Cl)cc2O1)N1CCC2(CC1)OCCO2 (centres undefined),4,-7,-6,87,92,-8,86,-0.5,0,34,3
O=C(c1ccc(F)cc1)C(Cc1ccccc1)N1CCCCC1 (centres undefined),0,2,3,95,103,3,?,0.3,3,12,0
COc1ccc(CC2c3cc(OC)c(OC)cc3CCN2C)cc1O (centres undefined),0,-3,-2,101,102,-1,100,0.6,-3,17,-1
CC1CCCCN1Cc1ccc(Cl)nc1 (centres undefined),-4,-5,-4,92,94,-6,91,0.0,0,14,-4
Cc1ccc(-n2c(O)c(/C=C/C=Nc3ccccc3)c(=O)[nH]c2=O)cc1,2,1,-2,115,126,-6,114,1.1,-8,11,4
O=P(NS(=O)(=O)c1ccc(Cl)cc1)(Oc1ccccc1)Oc1ccccc1,-6,-4,-3,101,100,-3,100,-0.8,-2,16,-1
COc1ccccc1N1CCN(Cc2c(F)cccc2Cl)CC1,-6,-6,-7,100,101,-10,100,0.9,3,41,2
